# FBW7 act: human FBW7 E3 ligase activation, primary screen | Q969H0 | hit rate 0.13% among 650,000 | normalized activity (activation), % at 26.1 µM | AlphaScreen FBW7–phospho-cyclin E peptide binding, activator screen; in the data active = normalized activity above about 1.9%;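 also: purified mutant Fbw7 with reduced substrate affinity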
# Target sequence (Q969H0 whole entry, looked up): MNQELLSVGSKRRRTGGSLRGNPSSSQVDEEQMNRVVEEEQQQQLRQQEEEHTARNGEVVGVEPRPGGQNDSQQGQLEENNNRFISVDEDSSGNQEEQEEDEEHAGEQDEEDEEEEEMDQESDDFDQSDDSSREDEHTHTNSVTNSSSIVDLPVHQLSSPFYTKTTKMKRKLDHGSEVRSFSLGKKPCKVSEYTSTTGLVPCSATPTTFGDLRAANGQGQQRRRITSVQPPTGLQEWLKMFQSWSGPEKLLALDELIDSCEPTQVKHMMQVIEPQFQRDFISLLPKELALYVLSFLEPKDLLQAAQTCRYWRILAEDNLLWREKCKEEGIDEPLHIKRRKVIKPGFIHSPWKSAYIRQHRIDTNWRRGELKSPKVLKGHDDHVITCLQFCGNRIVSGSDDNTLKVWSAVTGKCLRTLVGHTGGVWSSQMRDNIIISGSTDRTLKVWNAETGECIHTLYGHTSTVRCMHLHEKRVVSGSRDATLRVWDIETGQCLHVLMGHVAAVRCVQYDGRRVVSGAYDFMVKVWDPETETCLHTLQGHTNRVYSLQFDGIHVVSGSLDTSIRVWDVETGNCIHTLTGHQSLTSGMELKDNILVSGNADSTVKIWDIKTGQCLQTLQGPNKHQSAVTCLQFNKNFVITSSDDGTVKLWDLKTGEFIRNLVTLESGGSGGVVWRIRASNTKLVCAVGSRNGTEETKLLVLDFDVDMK
# TEAD-YAP inh: TEAD-YAP interaction inhibition. inhibition, % at 9.12 µM. HEK-TIYL cells, TEAD-Gal4/YAP UAS-luciferase luminescence. AID 1259422. hit rate 1.4% among 640,000; in the data active = inhibition above about 32%;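 also: 0% = median of test compound wells and 100% = reference inhibitor wells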
# MITF inh: blocks human microphthalmia-associated transcription factor; AID 1259374; hit rate 0.91% among 650,000; AlphaScreen MITF homodimerization, bead proximity signal; inhibition, % at 2.6 µM; in the data active = inhibition above about 50%;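 also: 0% = vehicle wells with protein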
# GPR151 activ: activators of human GPR151; Q8TDV0; PathHunter beta-arrestin GPR151 cells, luminescence; activation, % at 11.2 µM; hit rate 1% among 650,000; AID 1508602; in the data active = activation above about 4.9%;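 also: 0% = median of compound wells and 100% = cells with positive control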
# Target sequence (Q8TDV0 whole entry, looked up): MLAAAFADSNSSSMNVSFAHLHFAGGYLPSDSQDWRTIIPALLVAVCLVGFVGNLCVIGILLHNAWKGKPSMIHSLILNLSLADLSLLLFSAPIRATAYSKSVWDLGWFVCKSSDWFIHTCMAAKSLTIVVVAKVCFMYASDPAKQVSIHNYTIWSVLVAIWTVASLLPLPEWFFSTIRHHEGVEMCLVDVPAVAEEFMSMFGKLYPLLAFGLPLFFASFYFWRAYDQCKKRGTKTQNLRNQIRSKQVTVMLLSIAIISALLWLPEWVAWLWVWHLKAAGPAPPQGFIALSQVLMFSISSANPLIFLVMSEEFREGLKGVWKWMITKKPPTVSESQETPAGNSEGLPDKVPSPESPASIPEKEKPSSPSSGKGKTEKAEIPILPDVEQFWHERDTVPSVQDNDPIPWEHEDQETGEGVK
# * hit, by the source's call. Rows were taken by chance. About 3.5% of those tested had a hit in this group.
SMILES,FBW7 act,TEAD-YAP inh,MITF inh,GPR151 activ
COC(=O)c1sc2cc(NC(=S)NCCCN3CCCC3=O)ccc2c1Cl,-0.2,8,12,-1.7
COc1ccc(CCNC(=O)c2ccccc2NC(=O)CSc2nnnn2C)cc1,-0.2,6,-2,0.6
O=[N+]([O-])c1ccc2nc(-c3ccccn3)[nH]c2c1,-0.7,-19,19,-3.5
COc1ccc(CNC(=O)c2cnn3c(C(F)(F)F)cc(-c4ccccc4)nc23)cc1,-0.1,-2,-5,-0.8
Nc1cccc(C(=O)OCC(=O)Nc2cccc3c2C(=O)c2ccccc2C3=O)c1,-0.2,-1,-4,-0.4
CN(Cc1c(O)ccc2c1oc(=O)c1ccccc12)C1CCCCC1,-0.6,-17,-7,1.1
CCC(C)OC(=O)C1=C(C)NC2=C(C(=O)CC(c3ccc(Cl)cc3)C2)C1c1ccc(OC(C)=O)cc1 (centres undefined),0.1,-1,-9,1.0
Cc1ccc(C(=O)N2CCN(C)CC2)cc1,0.0,1,-9,0.4
COc1ccc(-c2noc(N3CCN(c4cccc(C)c4C)CC3)n2)cc1,-0.1,-3,0,1.4
COc1cc2c(C(=O)N(C)c3cccc(C)c3)cn(CC(C)C)c(=O)c2cc1OC,1.4,-27,-9,0.8
Cc1cc(OCC(=O)Nc2ccccc2C(F)(F)F)ccc1C(C)C,-0.1,-1,2,-0.1
CC(C)[C@@H]1NC(=O)[C@@H]2C[C@H](NCc3nc(-c4ccccc4)cs3)CN2C1=O,-0.3,-16,2,0.9
CCN=C1S/C(=C\c2cc3c(cc2Br)OCO3)C(=O)N1CC,0.1,16,7,0.6
O=C1CCCN1CCCNc1cc(Cl)ncn1,0.1,5,9,0.0
CNc1cc(F)nc(NC)n1,-0.2,1,1,-0.7
CC(C)(C)OC(=O)N1N=C(C(F)(F)F)CC1(O)C(C)(C)C (centres undefined),-0.1,6,6,1.2
COc1cccc(C(=O)Nc2cccc(OCC(=O)c3ccccc3)c2)c1,-0.1,-10,-2,1.7
CCn1c(CNC(=O)c2ccccc2Cl)nnc1SCC(=O)Nc1ccccc1F,0.0,3,12,-0.4
CCCCCCCN1N=C(C)C(C(=O)c2ccccc2)C1=O (centres undefined),-0.3,10,7,0.6
O=C(O)CCS(=O)(=O)c1ccc(F)c([N+](=O)[O-])c1,0.5,9,13,0.8
C=CCN1C(=O)/C(=C\c2cccnc2)SC1=S,0.1,2,22,-1.5
O=C(Nc1ccc2c(c1)OCO2)c1cc(F)c(F)c(F)c1F,-0.1,-5,30,-1.4
COC(=O)C1CC(=O)N(CCC(C)C)C12CCN(CC(C)C)CC2 (centres undefined),0.2,7,7,0.4
COc1ccc(/C=N/NC(=O)CSCc2ccc([N+](=O)[O-])cc2)cc1[N+](=O)[O-],-0.3,-7,-12,0.3
COc1ccccc1C1(NC(=O)c2ccc(Cn3cccn3)o2)CCCC1,0.0,7,2,-0.4
CC(C)c1nnc(NC(=O)C(=O)Nc2ccc3c(c2)OCCO3)s1,-0.1,-5,12,2.4
COc1cccc(N2C(=O)c3cccc4c([N+](=O)[O-])ccc(c34)C2=O)c1,0.2,17,10,-0.8
C=CCSc1nnc2c(n1)OC(c1cccnc1)Nc1ccccc1-2 (centres undefined),-0.1,-59,-9,0.1
CC(=O)N(c1nnc(-c2ccccc2C)s1)C1CCCC1,0.1,-23,-2,-0.1
NS(=O)(=O)c1ccc(Cn2c(-c3ccc(Br)cc3)csc2=Nc2ccccc2)cc1,0.3,-4,6,-1.7
Cc1nc2c(C)cccn2c1C(=O)NCc1ccco1,0.3,4,18,-1.5
CCCCOc1ccc(C(C)=O)cc1CC(C(N)=O)C(N)=O,0.1,0,3,0.9
Cc1cc(C)n(-c2cc(NCCO)nc(C)n2)n1,0.2,2,-3,11*
COc1ccc(NC(=O)NNC(=O)C(O)(c2ccccc2)c2ccccc2)cc1,-0.2,12,-13,-0.7
CN1CCN(CCCNC(=O)CCCOc2cc(=O)n(C)c3ccccc23)CC1,-0.1,5,9,-0.1
CC1(c2ccccc2)NC(=O)N(CC(=O)Nc2cccc(I)c2)C1=O (centres undefined),0.6,-5,5,-2.0
CN(C)S(=O)(=O)Nc1ccc(C(=O)O)cc1,0.1,-2,10,0.9
Cc1nc(CC(=O)NN=C2C3CC4CC(C3)CC2C4)cs1,0.2,-7,11,-1.5
O=C(c1ccc2c(=O)n(Cc3ccco3)c(=S)[nH]c2c1)N1CCN(Cc2ccc3c(c2)OCO3)CC1,-0.2,6,-2,0.2
CC1CCCC(C)N1C(=O)CSc1nnnn1Cc1ccccc1 (centres undefined),-0.1,2,-5,0.3

# Structures listed so far that have an aryl thioether with sulfur outside any ring, in the order listed:
SMILES,FBW7 act,TEAD-YAP inh,MITF inh,GPR151 activ
COc1ccc(CCNC(=O)c2ccccc2NC(=O)CSc2nnnn2C)cc1,-0.2,6,-2,0.6
CCn1c(CNC(=O)c2ccccc2Cl)nnc1SCC(=O)Nc1ccccc1F,0.0,3,12,-0.4
C=CCSc1nnc2c(n1)OC(c1cccnc1)Nc1ccccc1-2 (centres undefined),-0.1,-59,-9,0.1
CC1CCCC(C)N1C(=O)CSc1nnnn1Cc1ccccc1 (centres undefined),-0.1,2,-5,0.3

# (continued)
SMILES,FBW7 act,TEAD-YAP inh,MITF inh,GPR151 activ
O=C1CCCN1CCCNc1ncnc2sccc12,-0.1,5,-7,-0.6
O=c1[nH]c(N/N=C/c2ccc([N+](=O)[O-])cc2)nnc1Cc1ccccc1,0.0,-8,-10,1.1
Cc1ccc(Cl)cc1N1C(=O)C2C(C1=O)C1(C)c3ccccc3C2(C)c2ccccc21 (centres undefined),0.3,-1,16,1.7
O=C(NCC(c1ccco1)N1CCOCC1)c1c(F)cccc1F (centres undefined),-0.1,3,4,-0.1
N#Cc1ccc(CSc2nnc(NC(=O)c3ccc(=O)[nH]n3)s2)cc1,-0.1,-2,8,-2.4
CCNc1ccc(S(=O)(=O)N(C)C)cc1N,0.2,-9,19,1.7
CN1C(=O)c2ccccc2C(C(=O)NCCCN2CCCCC2)C1c1cccs1 (centres undefined),-0.1,-2,2,2.3
O=C(O)C1Cc2c([nH]c3ccccc23)C(c2c[nH]c3ccccc23)N1 (centres undefined),-0.7,-2,26,1.6
CCCc1cc(SCc2csc(-c3ccccc3)n2)ncn1,0.2,-34,2,-1.8
CCOC(=O)CNC(=O)c1cccc(Cl)c1,0.0,0,2,-0.2
CCc1nc(N2CCCC2)c(C#N)c2c1CCCC2,0.1,-8,-7,-1.2
CCCNC(=O)Cn1nc2c(c1NC(=O)Cc1ccccc1Cl)CSC2,-0.2,3,0,-1.7
C/C(N)=C(/C#N)C(=O)CSc1nnc(-c2cccs2)n1CC1CCCO1 (centres undefined),0.5,0,2,0.9
COc1cc(CNc2ccc3cn[nH]c3c2)cc(Br)c1O,-0.2,12,-2,-0.1
C[n+]1ccc(C(=O)N2CCOCC2)cc1,0.0,3,1,0.3
COc1ccccc1OS(=O)(=O)CCSc1nc2ccccc2o1,0.0,-11,-6,0.6
O=C1c2cccc3cccc(c23)C(=O)N1C1CCCCCC1,0.0,7,4,-0.6
CCOC(=O)c1sc(NC(=O)c2ccco2)c(SC#N)c1C,-0.1,34*,5,-1.1
Nc1cc(OC(=O)c2ccccc2F)nn1S(=O)(=O)c1ccccc1,-0.1,2,4,1.1
NC(=O)CSc1nnnn1-c1ccccc1F,2.4*,12,4,-1.7

# An excerpt of these results, with values under each structure.
# Values run as follows: FBW7 act	TEAD-YAP inh	MITF inh	GPR151 activ
COc1cc(CNc2ccc3cn[nH]c3c2)cc(Br)c1O
  -0.2	12	-2	-0.1
Nc1cc(OC(=O)c2ccccc2F)nn1S(=O)(=O)c1ccccc1
  -0.1	2	4	1.1
CCNc1ccc(S(=O)(=O)N(C)C)cc1N
  0.2	-9	19	1.7

# (listing goes on)
SMILES,FBW7 act,TEAD-YAP inh,MITF inh,GPR151 activ
O=S(=O)(NCCc1ccccn1)c1ccc(-c2ccon2)s1,-0.3,1,7,-1.5
CCOC(=O)c1c(NC(=O)c2ccc(OCC)c(Cl)c2)sc2c1CCCC2,0.0,-4,-12,0.7
O=C(NCCCN1CCOCC1)c1ccc(NCC2CCCO2)c([N+](=O)[O-])c1 (centres undefined),-0.2,10,-2,-0.8
CCOC(=O)C1(Cc2ccc(Cl)cc2)CCN(C(=O)c2cn3c(C)cccc3n2)CC1,0.1,-5,9,1.2
Cn1c(N)c(C(=O)COC(=O)C2=NNC(=O)CC2)c(=O)n(C)c1=O,0.2,-1,-4,-0.3
O=C(NCCSc1ccccn1)c1ccc(Cl)cc1,0.1,-21,-10,-0.8
O=C(CCCn1c(SCc2cc(=O)n3ccccc3n2)nc2cc3c(cc2c1=O)OCO3)NCc1ccc2c(c1)OCO2,0.0,-3,11,0.3
Cc1cc(C)nc(SCC(O)COc2ccccc2)n1 (centres undefined),0.3,2,-9,-0.2
Cc1cccc(-n2c(N)c(Br)c(=O)[nH]c2=O)c1,0.1,9,-23,1.6
CCN(CC)CCOC(=O)c1c(C)nc2n(C)c3ccccc3n12,0.9,15,8,0.4
Cc1ccc(C=Nc2ccc(C(N)=O)cc2)o1,-0.3,-3,1,-1.6
COc1ccc(C2c3c(-c4ccccc4)n[nH]c3C(=O)N2c2ccccc2)cc1OC (centres undefined),0.2,-10,10,-1.0
O=C(CC1SC(=NCCc2ccccc2)NC1=O)Nc1ccc(Br)cc1 (centres undefined),0.1,-2,2,-0.9
c1ccc(C2=Nc3ccccc3C(c3ccncc3)=NN2)cc1,0.0,-25,11,-0.3
COc1cc(CN2CCN(Cc3ccc(Cl)cc3)CC2)c([N+](=O)[O-])cc1OC,-0.1,-4,66*,-0.1
O=C(NCc1ccco1)c1sc2ccccc2c1Cl,0.0,-25,20,-0.4
Cc1ccc(-c2ccc(/C=c3/sc4nc5ccccc5n4c3=O)o2)cc1Cl,0.0,4,5,-1.8
COc1ccc(C2C(C#N)=C(N)SC(N)=C2C#N)c(OC)c1,0.0,12,5,-1.5
Cc1ccc(S(=O)(=O)Nc2c(O)c3ccccc3oc2=O)cc1,0.1,-5,-5,0.3
CC(C)CNC(=O)c1ccc(N2CC3CC(C2)c2cccc(=O)n2C3)c(NC(=O)c2ccc3oc(-c4cccnc4)nc3c2)c1 (centres undefined),-0.1,-4,4,-0.2
Cc1ccccc1NC(=O)CSc1ncccc1-c1nc2ccccc2[nH]1,0.9,-10,15,-0.5
CC(C)CN(C(=O)c1ccccc1Cl)c1nnc(-c2ccncc2)s1,-1.3,-6,12,6.3*
O=C(NCC(=O)N1CCCCC1)c1ncoc1-c1ccc(F)cc1,-0.1,-11,-18,1.6
CC(=O)c1oc2ccccc2c1NC(=O)c1ccc(C(F)(F)F)cc1,-0.1,5,11,1.1
COc1cccc(C(=O)N2CCN3C(=O)[C@H](C)NC(=O)[C@H]3C2)c1,-0.1,3,-3,1.1
O=C(CCS(=O)(=O)Cc1ccccc1F)NC1CC1,0.0,-1,15,2.3
COc1ccc(C(NC(=O)C2CCN(C(=O)Nc3ccccc3)CC2)c2ccccn2)cc1 (centres undefined),0.3,4,10,-0.2
Cc1sc2nc(SCC(=O)Nc3c[nH]c(=O)[nH]c3=O)[nH]c(=O)c2c1C,0.0,-1,1,-0.1
CC(C)CN1C(=O)c2ccc(N)cc2C1=O,0.0,-24,-5,1.8
CSCCCNC(=S)N1CCN(c2ccc(C(C)=O)cc2)CC1,-0.1,-8,-8,1.4
CNC(=O)Cn1nc(-c2ccc(Cl)cc2)c2ccccc2c1=O,0.3,2,16,-1.0
Cc1c(C(=O)O)sc2ncnc(N3CCOCC3)c12,-0.3,-15,3,-0.4
C=CCOc1ccc(/C=C2\SC(=S)N(CCC(=O)O)C2=O)cc1,-0.1,50*,2,-0.5
O=C(CN1N=C(c2ccccc2)Cn2c(cc3ccccc32)C1=O)NCCn1cccn1,0.1,1,0,3.5
Cc1cccc(-c2nc(N3CC4(C)CC3CC(C)(C)C4)c3ccccc3n2)c1 (centres undefined),-0.1,9,2,-0.7
CN1CCN(C(=O)c2ccc(-c3nc(NC4CCN(Cc5ccccc5)CC4)c4ncn(Cc5ccc(C(F)(F)F)cc5)c4n3)cc2)CC1,0.0,-1,5,0.4
COc1ccc2cc(C)c3nn(CC(=O)Nc4ccccn4)c(=O)n3c2c1,-0.1,8,4,0.4
COc1ccc(Nc2c3c4c(cccc4n(C)c2=O)C(=O)c2ccccc2-3)cc1,-0.4,13,33,2.9
Cc1ccc(C(NC(=O)CCc2cc(C(C)(C)C)c(O)c(C(C)(C)C)c2)C(=O)Nc2ccc3c(c2)OCO3)cc1 (centres undefined),0.2,-1,6,-0.5
COc1cc(NC(=O)c2nc3nc(C)cc(C)n3n2)c(OC)cc1Cl,0.1,-2,9,0.2
Cc1ccc(OCC(=O)N2CCC(C(N)=O)CC2)c(Br)c1,0.0,-6,0,1.2
COc1nc(Nc2ccc(N3CCOCC3)cc2)nc(-c2ccc(C(=O)N3CCN(C)CC3)cc2)n1,-0.1,-11,2,1.2
Nc1cc(OC(=O)c2ccc(F)cc2)nn1S(=O)(=O)c1ccc(Cl)cc1,-0.1,-3,-5,-0.2
CCOc1ccc(C(C)C)cc1S(=O)(=O)Nc1ccc(-c2ccc(OC)nn2)cc1,0.1,1,17,-0.5

# Entries of single compounds as entered above:
# Cn1c(N)c(C(=O)COC(=O)C2=NNC(=O)CC2)c(=O)n(C)c1=O is entered as FBW7 act = 0.2; TEAD-YAP inh = -1; MITF inh = -4; GPR151 activ = -0.3
# COc1ccc(NC(=O)NNC(=O)C(O)(c2ccccc2)c2ccccc2)cc1 is entered as FBW7 act = -0.2; TEAD-YAP inh = 12; MITF inh = -13; GPR151 activ = -0.7
